H9c2 TAG inh – triacylglycerol accumulation inhibition; H9c2 cells, Nile Red lipid (TAG) fluorescence; cells loaded with 200 µM oleic acid; inhibition, % at 12.5 µM; AID 651582; 0.66% of 230,000 active;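 active = pattern-corrected inhibition of lipid staining of at least 50% with the nuclear-stain viability signal not falling by more than 50%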;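 also: 0% = DMSO wells and 100% = triacsin C control wells; some results filed as inactive read as strong as hits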
H9c2 TAG inh DAPI viability – also measured in H9c2 TAG inh; calls as there; DAPI nuclei signal change (viability), lower = more cytotoxic, %;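 whole-well DAPI fluorescence read on a plate reader as a viability signal; minus 50 percent equals half of cells still viable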
* = called active by the depositor; & = joins results of further samples.

Screens in order – H9c2 TAG inh DAPI viability	H9c2 TAG inh
> COc1ccc(-n2c(SCC(=O)N3CCCC(C)C3)nnc2-c2cccnc2)cc1 (stereo unspecified)
    5	2
> Cc1[nH]c2ccccc2c1C(O)c1ccncc1 (stereo unspecified)
    5	-8
> OCc1csc(=Nc2ccccc2)n1-c1ccccc1
    -11	28
> COc1ccc(NC(=O)c2ccccc2OCc2c(C)noc2C)cc1OC
    -4	-5
> S=C(Nc1ccccc1)N1CCN(c2ccccc2)CC1
    1	9
> Cc1ccc(SCC(=O)Nc2cccc(C(=O)NC(C)(C)C)c2)cc1
    3	9
> COc1cc(SC)ccc1C(=O)Nc1c(Cl)cncc1Cl
    -11	0
> O=[N+]([O-])c1ccccc1/C=C/CN1CCCC(CO)C1 (stereo unspecified)
    -1	-10
> Cc1n[nH]c(=O)c2c(NC(=O)CSc3ncccn3)oc(C)c12
    2	-5
> Cn1nc(N)nc1N1CCN(c2ccc(F)cc2)CC1
    -1	-5
> Cc1ccc(S(=O)(=O)N2CCCCC2)cc1NC(=O)c1c(-c2ccccc2)noc1C
    -6	-30
> CCCn1c(=S)[nH]c2cc(C(=O)NCC3CCCO3)ccc2c1=O (stereo unspecified)
    3	-7
> CC1Cc2nc(SCC(=O)N3CCOCC3)n(C)c(=O)c2S1 (stereo unspecified)
    -1	2
> COc1cccc(C(=O)N2CCN(Cc3ccco3)CC2)c1OC
    -6	-2
> COC(=O)C1CCN(c2ccc(Cl)nn2)CC1
    1	-13

Part of the list above in another layout.
Compound	H9c2 TAG inh DAPI viability	H9c2 TAG inh
CCCn1c(=S)[nH]c2cc(C(=O)NCC3CCCO3)ccc2c1=O (stereo unspecified)	3	-7
CC1Cc2nc(SCC(=O)N3CCOCC3)n(C)c(=O)c2S1 (stereo unspecified)	-1	2
COc1cccc(C(=O)N2CCN(Cc3ccco3)CC2)c1OC	-6	-2

The listing picks up with the 4 entries that preceded the break.
Screens in order – H9c2 TAG inh DAPI viability	H9c2 TAG inh
> CCCn1c(=S)[nH]c2cc(C(=O)NCC3CCCO3)ccc2c1=O (stereo unspecified)
    3	-7
> CC1Cc2nc(SCC(=O)N3CCOCC3)n(C)c(=O)c2S1 (stereo unspecified)
    -1	2
> COc1cccc(C(=O)N2CCN(Cc3ccco3)CC2)c1OC
    -6	-2
> COC(=O)C1CCN(c2ccc(Cl)nn2)CC1
    1	-13
> c1csc(-c2nc(CN3CCSCC3)cs2)c1
    2	11
> NC(=O)CC(NC(=O)c1ccc(Br)cc1)c1ccc(N2CCC(Br)CC2)c([N+](=O)[O-])c1 (stereo unspecified)
    -5	11
> Cc1ccc(C(=O)NCCCN2CCOCC2)cc1S(=O)(=O)N1CCOCC1
    -4	20
> C/C(N)=C(/C#N)C(=O)COC(=O)COc1ccc(Cl)cc1
    4&10	0&-5
> CCC(C)C(NC(=O)C1CCC(C)CC1)C(=O)NCc1cccnc1 (stereo unspecified)
    -5	13
> FC(F)Oc1ccc(NC(=S)N2CCN(Cc3ccccc3)CC2)cc1
    -4	6
> O=C(COC(=O)c1cccnc1)Nc1ccc2c(c1)OCO2
    2	-10
> COc1ccc(CCNC(=O)/C(C#N)=C2\N=C(NC(=O)c3cccs3)c3ccccc32)cc1
    -4	-7
> CC(OC(=O)CCC(=O)c1ccc(F)cc1)C(=O)NC1CCCCC1C (stereo unspecified)
    2	-5
> O=C(CNC(=O)c1ccccc1)OCN1C(=O)c2ccccc2C1=O
    -5	1
> Cc1ccc(C(=O)NCC(=O)NCc2ccccc2F)s1
    -3	5
> CCCCOCCCNC(=O)N[C@H](C(=O)OC)C(C)CC (stereo partly specified)
    10	-14
> COC(=O)c1ccc(NC(=O)CSc2nnc(-c3ccccc3)n2C)cc1
    2	-6
> Cn1sccc1=O
    -1	14
> NC(=O)C1CCN(C2CC(=O)N(c3cccc(F)c3)C2=O)CC1 (stereo unspecified)
    13	-12
> COC(=O)C[C@H]1C[C@@H]2c3cc(N(C)C)ccc3O[C@@H]2[C@H](CO)O1
    -6	10
> Cc1ccccc1-c1nnc(SCC(=O)NC2CCCCC2)o1
    -7	1
> CC(=O)N1CCN(C(=O)COC(=O)COc2c(C)cc(C)cc2C)CC1
    -11	5
> CC1(C)CC(=O)C2=C(C1)OC(N)=C(C#N)C2c1cccs1 (stereo unspecified)
    -19	8
> CCOc1cccc(C(=O)Nc2nnc(-c3cccs3)s2)c1
    -1	10
> O=C(NCC1CCCO1)c1cc(S(=O)(=O)Nc2ccc(Br)cc2)ccc1Cl (stereo unspecified)
    -1	-6
> C/C(N)=C(/C#N)C(=O)CSc1nc2ccccc2c(=O)n1CCCOC(C)C
    -4	-5
> O=C(CSc1nc(N2CCCCC2)nc(N2CCCCC2)n1)Nc1nccs1
    -5	36
> Cc1c[n+](C)ccc1CC1C([N+](=O)[O-])=C[N-]c2ncnn21 (stereo unspecified)
    2	11
> S=C(c1ccc(Cl)cc1)N1CCN(Cc2ccccc2)CC1
    -2	6
> OC(c1cccnc1)c1nc(-c2ccc3c(c2)OCO3)cs1 (stereo unspecified)
    3	-5
> COCCn1cnnc1SCC(=O)Nc1cccc(S(=O)(=O)N(C)c2ccccc2)c1
    -1	17
> O=C1c2ccccc2C(=O)N1C1(C(=O)NC2(C(=O)O)CCCC2)CCCC1
    -5	-2
> Cc1ccc(C)c(S(=O)(=O)N2CCN(C(=O)CSc3ccccc3F)CC2)c1
    0	-13
> C[C@@]12CCC=C[C@H]1[C@H](c1ccc3ccccc3c1Br)N(Cc1ccccc1)C2=O
    4	-15
> Cc1c(NC(=O)c2cc(S(=O)(=O)N3CCCCC3)ccc2Cl)c(=O)n(-c2ccccc2)n1C
    5	-4
> N#Cc1ccccc1NC(=O)COC(=O)C1CCN(C(=O)c2ccc(Cl)cc2)CC1
    -1	-10
> CC1(C)CC2CC(C)(CN2C(=S)Nc2ccccc2F)C1 (stereo unspecified)
    5	2
> CC(C)Cn1c(N)c(C(=O)COC(=O)c2cc(-c3ccccc3)nc3ccccc23)c(=O)n(C)c1=O
    5	4
> CC1CCN(C(=O)c2[nH]cnc2C(=O)NCc2ccccc2)CC1
    6	7
> Cc1cc(C)cc(OCC(=O)OCC(=O)NC2CC2)c1
    1	-2
> O=C(O)CCCn1c(O)c(C=C2N=c3ccccc3=N2)sc1=S
    -3	7
> O=C(Nc1cc2c3c(c1)C1CCCC1CN3CC1CCCC21)c1ccc([N+](=O)[O-])cc1 (stereo unspecified)
    -12*	53*
> Nc1ccc(-c2ccc(N)c([N+](=O)[O-])c2)cc1[N+](=O)[O-]
    -2	2
> O=C(Nc1ccc2nccnc2c1)c1cnccn1
    -3	16
> COc1ccc(CN2CCNC(=O)C2CC(=O)NCc2cc(C)n(C)n2)c(F)c1 (stereo unspecified)
    8	9
> COc1ccc(-c2nnc(SCc3c(C)noc3C)o2)cc1
    4	-14
> CC(=O)Nc1ccc(S(=O)(=O)N(C)CC(=O)NNC(=O)Cc2nc3ccccc3n2C)cc1
    8	-1
> CCc1ccc(NC(=S)Nc2cccc(OC)c2)cc1
    1	-2
> COC(=O)c1cccc(NC(=O)CN2CCN(c3ccc(OC)cc3)CC2)c1
    -10	-14
> COC(=O)c1ccc(C)c(NC(=O)CSc2nnc3ccccn23)c1
    -6	4
> COc1cccc(NC(=S)N(CCCN2CCOCC2)C(C)c2cc3cccc(OC)c3o2)c1 (stereo unspecified)
    4	-3
> COc1ccc(NS(=O)(=O)c2ccc(C)c(C(=O)NNC(=O)c3csc(N4CCOCC4)n3)c2)cc1
    0	12
> COc1ccc(C(=O)Nc2ccc3[nH]ccc3c2)cc1OC
    3	-3
> CC(C)COC(=O)C1C(=O)CC(C)(O)C(C(=O)OCC(C)C)C1c1cccnc1 (stereo unspecified)
    2	1
> CCc1nc(N)c(C#N)c(-c2cccc3ccccc23)c1C
    11	-23
> O=C(CN(Cc1ccco1)C(=O)c1nsc(Cl)c1Cl)NC1CCCCC1
    1	-11
> O=C(Nc1ccc2c(c1)OCO2)c1ccc(=O)[nH]n1
    -7	0
> COc1ccc(CCNC(=O)C2CCN(C(=O)c3ccc(C(C)(C)C)cc3)CC2)cc1OC
    -1	-9
> CC(Sc1cccc[n+]1[O-])C(=O)Nc1ccc([N+](=O)[O-])cc1Cl (stereo unspecified)
    7	1
> COc1cc(OC)c(NC(=O)CCNS(=O)(=O)c2cc(Br)cnc2N)cc1Cl
    2	-7
> O=C(NCCOc1ccccc1)C(c1ccccc1)c1ccccc1
    3	-23
> NCCc1nnc(SCc2c(Cl)cccc2Cl)o1
    -7	11
> CCOc1ccc(CCNC(=O)CCc2nnc3ccc(N4CCCC4)nn23)cc1OCC
    2	31
> Cn1cc(CN2CCC(CO)(CCCc3ccccc3)CC2)c(-c2ccccc2)n1
    3	5

Continuation.
Screens in order – H9c2 TAG inh DAPI viability	H9c2 TAG inh
> CCOC(=O)C1CCN(C(c2cc(OC)c(OC)c(OC)c2)c2sc3nc(C)nn3c2O)CC1 (stereo unspecified)
    -10	-3
> Cc1ccc(NS(=O)(=O)c2cccc(C(=O)NCC(c3ccco3)N3CCCC3)c2)cc1 (stereo unspecified)
    7	-21
> O=C(/C=C/c1ccc([N+](=O)[O-])cc1)OCC(=O)N1CCCC1
    -16	-1
> O=C1CCC(=O)N1CNc1ccccn1
    -9	-4
> c1ccc2n[nH]nc2c1
    5	-6
> CCOC(=O)c1c[nH]n(-c2ccccc2)c1=O
    -12	11
> O=C(NCc1ccccc1)c1c[nH]c2ccc(S(=O)(=O)Nc3ccc4c(c3)OCCO4)cc2c1=O
    2	-6
> CCOC(=O)c1c(-c2ccc(F)cc2)csc1NC(=O)C1CC=CCC1C(=O)O (stereo unspecified)
    -9	7
> CC1(C(=O)NS(=O)(=O)c2cccc(C#N)c2)CCN1C(=O)CC1CC1 (stereo unspecified)
    -7	5
> O=C(NCc1ccc(Cl)cc1)C(=O)NCC1OCCN1S(=O)(=O)c1cc(F)ccc1F (stereo unspecified)
    9	-15
> CC(=O)OCCn1c(=O)c2cc3c(=O)n(CCOC(C)=O)c(=O)c3cc2c1=O
    2	22
> CC(C)c1nc(N2CCN(C(=O)c3ccccc3)CC2)c(C#N)c2c1COC(C)(C)C2
    5	5
> NS(=O)(=O)c1ccc(NC(=S)Nc2ccn(Cc3cccc4ccccc34)n2)cc1
    8	22
> COc1ccccc1N(Cc1ccccc1)S(=O)(=O)c1cccc(C(=O)Nc2cccc(C)n2)c1
    8	-4
> CCOC(=O)COc1ccc2c(C#N)c3ccccn3c2c1
    9	7
> FC(F)(F)c1cccc(Cc2noc(CN3CCCC3)n2)c1
    -1	3
> CCOc1ccc(NC(=O)Nc2cc(OCC(F)(F)F)cc(OCC(F)(F)F)c2)cc1
    1	1
> COc1cc(/C=C/C(=O)OCC(=O)Nc2ccc(C)cc2[N+](=O)[O-])ccc1O
    1	5
> COc1ccc(NC(=O)c2cc(C3CCCCN3C(=O)c3ccc(Cl)cc3)on2)c(C)c1 (stereo unspecified)
    -1	-1
> COc1ccc(C2CC(c3ccccc3Br)=NN2c2ccc(S(N)(=O)=O)cc2)cc1 (stereo unspecified)
    72	-5
> Cc1cccc(OCC(=O)NNC(=O)c2cccs2)c1
    -4	-19
> Cc1ccc2cc(CN(Cc3nnnn3Cc3ccco3)CC3CCCO3)c(=O)[nH]c2c1C (stereo unspecified)
    1	1
> OCCNCC1(O)C2CC3CC(C2)CC1C3 (stereo unspecified)
    3	3
> Cc1cc(C(=O)NNC(=O)CCN2CCN(c3ccccc3)CC2)c2ccccc2n1
    -29	8
> COc1ccc(C(=O)NNC(=O)c2ccc3ccccc3c2O)cc1
    -1	-1
> O=C(Cc1ccccc1)O/N=C1\CCCc2ccccc21
    -1	-17
> CCc1ccc(C2=NN(C(=O)CCC(=O)O)C(c3cccs3)C2)cc1 (stereo unspecified)
    2	1
> C[C@@H]1CN([C@@H](C)CO)C(=O)CCCn2nncc2CO[C@H]1CN(C)C(=O)Nc1ccc2c(c1)OCO2
    3	-2
> N#C/C(=C\c1cccn1S(=O)(=O)c1cccc(C#N)c1)S(=O)(=O)c1ccc(F)cc1
    4	-7
> CC(C)(C)c1csc(Sc2ncccc2[N+](=O)[O-])n1
    5	-2

In another format: 3 of the compounds above
canonical_smiles	H9c2 TAG inh DAPI viability	H9c2 TAG inh
CCc1ccc(C2=NN(C(=O)CCC(=O)O)C(c3cccs3)C2)cc1 (stereo unspecified)	2	1
C[C@@H]1CN([C@@H](C)CO)C(=O)CCCn2nncc2CO[C@H]1CN(C)C(=O)Nc1ccc2c(c1)OCO2	3	-2
N#C/C(=C\c1cccn1S(=O)(=O)c1cccc(C#N)c1)S(=O)(=O)c1ccc(F)cc1	4	-7

The listing continues.
Screens in order – H9c2 TAG inh DAPI viability	H9c2 TAG inh
> Cc1ccccc1Cn1c2ccccc2c2cn[nH]c(=O)c21
    3	-8
> CC1(C)CC(=O)C=C(NNC(=O)c2cccnc2)C1
    8	-16
> N#Cc1ccc(C(=O)Nc2nc(-c3cccs3)c(C(=O)C(F)(F)F)s2)cc1
    5	-8
> CN1CCN(S(=O)(=O)c2ccc(NC(=O)c3ccc(F)cc3)cc2)CC1
    -3	10
> Cc1sc(NC(=S)Nc2ccc(F)cc2)c(C(N)=O)c1C
    17	4
> Nc1ccc(N=Nc2ccccc2O)c(N)c1
    -3	15

Some of the compounds tested; the hit share may differ from the screen's.
